BoNT-A LC inh2 = BoNT A light chain protease inhibition | multiplex microsphere protease substrate cleavage, flow cytometry | inhibition, % at 10 µM | 0.17% of 360,000 active; in the data active = inhibition above about 30%; inconclusive = no clear call, values can overlap the other calls; note: plate controls were buffer without enzyme for full effect and enzyme alone for no effect
PrPC TRFRET = inhibitors of human cell surface prion protein PrPC. TR-FRET read-out. inhibition, % at 13.8 µM. 0.43% of 370,000 active. AID 720596; in the data active = inhibition above about 24%; note: 0% = median of the test wells and 100% = reference compound wells
CCHF vOTU inh = blocks the CCHF virus ovarian tumor domain protease | AID 651958 | inhibition, % at 11.5 µM | CCHFV vOTU protease, Pep-AMC fluorescence | 0.55% of 370,000 active; note: 0% = vehicle wells with enzyme and 100% = no enzyme wells
FBA Mtb inh = inhibits M. tuberculosis FBA enzyme. purified M. tuberculosis FBA, fluorescence read-out. inhibition, % at 1 µM. 2.3% of 360,000 active. AID 588726; in the data active = inhibition above about 27%;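 note: 0% = vehicle and 100% = reference inhibitor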
Target sequence (P9WQA3 whole entry, looked up): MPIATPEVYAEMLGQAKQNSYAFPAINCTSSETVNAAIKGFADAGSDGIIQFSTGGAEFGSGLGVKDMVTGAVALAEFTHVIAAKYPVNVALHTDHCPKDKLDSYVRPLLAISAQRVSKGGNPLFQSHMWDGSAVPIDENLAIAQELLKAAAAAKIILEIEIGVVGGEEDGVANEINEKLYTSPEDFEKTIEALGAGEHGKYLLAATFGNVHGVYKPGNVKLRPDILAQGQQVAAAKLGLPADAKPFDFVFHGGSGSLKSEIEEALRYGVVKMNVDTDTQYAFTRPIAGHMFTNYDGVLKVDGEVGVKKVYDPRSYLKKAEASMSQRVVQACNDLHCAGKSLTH
BoNT F protease = blocks Botulinum neurotoxin F light chain protease; AID 588497; Multiplex microsphere protease cleavage assay, flow cytometry; 0.22% of 360,000 active; inhibition, % at 10 µM; in the data active = inhibition above about 35%, passing the limit was not always enough; inconclusive = no clear call, values can overlap the other calls; note: plate controls were buffer without enzyme for full effect and enzyme alone for no effect
GDH-TPI inh = GDH-TPI coupled enzyme inhibition counter-screen; inhibition, % at 4.8 µM; GDH-TPI coupled enzyme counterscreen, NADH absorbance; 1.2% of 360,000 active;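 note: 0% = DMSO wells and 100% = wells lacking the enzyme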
Mtb BioA inh = inhibitors of Mycobacterium tuberculosis BioA enzyme; inhibition, % at 9.99 µM; 0.096% of 360,000 active; purified M. tuberculosis BioA enzyme, plate reader; in the data active = inhibition above about 40%; inconclusive = no clear call, values can overlap the other calls
FadD28 FP inh = blocks FadD28 binding to the bisubstrate probe; AID 588549; fluorescence polarization; 0.22% of 360,000 active; inhibition, % at 12.5 µM; in the data active = inhibition above about 8.5%, passing the limit was not always enough; inconclusive = no clear call, values can overlap the other calls
UGM FP inh = inhibitors of M. tuberculosis UDP-galactopyranose mutase; AID 504406; 0.06% of 320,000 active; purified UGM, fluorescence polarization probe displacement; P9WIQ1; inhibition, % at 10 µM; in the data active = inhibition above about 10%, passing the limit was not always enough; inconclusive = no clear call, values can overlap the other calls
Target sequence (P9WIQ1 whole entry, looked up): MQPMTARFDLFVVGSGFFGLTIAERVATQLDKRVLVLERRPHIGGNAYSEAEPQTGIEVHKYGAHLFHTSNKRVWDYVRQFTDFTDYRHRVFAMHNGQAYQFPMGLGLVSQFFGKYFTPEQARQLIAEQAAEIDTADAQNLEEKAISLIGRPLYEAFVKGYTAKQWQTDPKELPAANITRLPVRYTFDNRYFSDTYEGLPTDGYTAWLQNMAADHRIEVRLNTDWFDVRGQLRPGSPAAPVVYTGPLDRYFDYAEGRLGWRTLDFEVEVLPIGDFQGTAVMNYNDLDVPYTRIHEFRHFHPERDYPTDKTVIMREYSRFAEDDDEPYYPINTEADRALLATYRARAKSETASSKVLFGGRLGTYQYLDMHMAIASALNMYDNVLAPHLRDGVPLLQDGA
Numbers without * were called inactive; ? = inconclusive; · = no result given; & = joins results of further samples. Cut-off read from the data, not from the text of the source, unless noted: active = inhibition above about 30%; inactive = the rest.

SMILES	BoNT-A LC inh2	PrPC TRFRET	CCHF vOTU inh	FBA Mtb inh	BoNT F protease	GDH-TPI inh	Mtb BioA inh	FadD28 FP inh	UGM FP inh
Cc1cc(C(=O)NC2CC(C)(C)Cc3c2cnn3-c2ccccc2C)c(C)o1 (configuration not stated)	-1.5	8.7	-5.4	1.4	-4.2	2.4	0.0	1.7	2.3
Cc1ccc(NC2=Nc3ccccc3CS2)cc1	-0.3	0.2	9.1	-1.4	-2.6	-1.9	-4.3	-2.5	-3.9
O=[N+]([O-])c1ccc(-n2cnc3ccccc32)c([N+](=O)[O-])c1	0.0	-55.8	-11.8	-0.5	-6.8	14.6	·	-3.4	-1.5
CCOC(=O)C1CCCN(C(=O)COc2ccc(N(C)S(=O)(=O)c3ccc(C)cc3)cc2)C1 (configuration not stated)	-0.6	6.5	-2.6	-6.6	1.3	-1.3	-0.3	-5.0	-4.0
CCOC(=O)C1CCN(C(=O)COc2ccc3c(c2)OCO3)CC1	3.1	-4.2	-0.3	1.4	4.4	0.7	·	-2.5	-2.2
CC(=O)n1cc(C(C[N+](=O)[O-])SCCN)c2ccccc21 (configuration not stated)	0.1	·	·	-1.7	-0.3	2.7	·	0.3	-0.8
CC(C)(C)NC(=O)C(c1ccccn1)N(C(=O)C1CSC(=O)C1)c1ccccc1F (configuration not stated)	-0.1	-1.3	3.4	-0.2	-1.6	0.3	-2.5	-0.7	-0.3
CCCN(C(=O)CCNC(=O)c1ccc(Cl)cc1)c1c(N)n(Cc2ccccc2)c(=O)[nH]c1=O	-4.3	-2.6	14.8	2.0	0.2	3.2	-4.5	-0.2	-0.6
Cc1cc(C)n2c(NC3CCCC3)c(-c3cc4ccccc4o3)nc2n1	1.1	3.0	-24.9	·	-12.8	·	·	·	·
O=C(CCc1nc(-c2ccccc2Cl)no1)NC1CCCCC1	0.7	4.1	-15.9	2.5	-10.1	-3.0	-0.7	-1.3	0.8
O=C(Nc1ccc(F)cc1F)c1cccc(S(=O)(=O)N2CCCCC2)c1	0.8	11.7	-17.0	2.4	-2.8	-5.4	-0.3	0.5	-1.5
O=C(NCc1cccs1)c1cccnc1C(=O)O	?	·	·	1.7	-3.1	-0.4	·	-1.3	5.4
O=C(Cn1nc(C(=O)O)c2ccccc2c1=O)c1c[nH]c2ccccc12	-0.3	3.3	-30.1	4.8	-6.0	7.2	-2.2	-11.5	0.6
Cc1ccc([C@@H]2C[C@H]3[C@@H](CN2S(=O)(=O)c2ccc(C)cc2)C(=O)C[C@@H](c2ccc(Cl)cc2)N3S(=O)(=O)c2ccccc2C)cc1	-0.3	-3.3	25.0	-0.7	-6.4	12.3	-2.0	-0.4	·
CC(C)CC(COCc1cccc(C(F)(F)F)c1)N1CCN(C(=O)c2cccc(C(F)(F)F)c2)CCC1=O (configuration not stated)	-0.4	1.7	30.2*	-2.1	-8.9	2.7	0.1	-3.2	1.1
Cc1csc(NC(=O)CCN2C(=O)c3ccccc3S2(=O)=O)n1	0.5	-5.4	-4.1	0.0	5.8	16.5	0.0	-1.6	-0.8
Cc1ccccc1S(=O)(=O)NC(=O)C1(C)CCN1C(=O)COc1ccc(Cl)cc1 (configuration not stated)	-0.4	3.5	-1.9	0.3	2.2	4.4	-0.4	-3.3	·
CCn1c(SCC(=O)Nc2ccc(OC)cc2)nnc1-c1ccco1	·	2.4	10.7	7.3	·	4.3	-2.4	-0.9	0.0
CCN1CCN(S(=O)(=O)c2ccc(OC)c3ccccc23)CC1	-2.2	-2.6	0.6	1.2	?	8.6	0.7	-4.1	-2.1
Cc1oncc1C(=O)Nc1cccc(C#N)c1	-1.2	0.2	14.2	2.4	-6.1	6.5	-3.1	0.7	1.9
CCOc1ncccc1C(=O)N1CCN(S(=O)(=O)c2cccs2)CC1	-0.4	1.6	3.0	0.9	-5.8	6.7	-0.7	-1.4	2.5
COC(=O)C1=CO[C@@H](C)[C@H]2CN3CCc4c([nH]c5ccccc45)[C@@H]3C[C@H]12	-0.3	25.1*	21.8	6.8	6.0	1.4	-1.6	-2.6	-2.0
CCCCCCSc1cccc(-c2nc3ccccn3c2NCc2ccccc2)c1	-1.0&-0.8	6.0&1.1	5.9&19.7	41.9*	-10.3&-10.6	13.6	-1.7	2.8	4.5
Cc1ccc(SCc2c(C(=O)N/N=C/C3CC=CCC3)nnn2-c2nonc2N)cc1 (configuration not stated)	0.2	12.9	-8.8	1.6	-2.8	19.9	·	-1.3	-0.7
Cc1ccccc1C(=O)N/N=C/c1ccsc1C	-1.6	6.1	-3.2	1.1	3.2	-5.6	-1.5	-2.0	-0.9

Only PrPC TRFRET, BoNT F protease and BoNT-A LC inh2, for five of the compounds above:
mol,PrPC TRFRET,BoNT F protease,BoNT-A LC inh2
CCn1c(SCC(=O)Nc2ccc(OC)cc2)nnc1-c1ccco1,2.4,·,·
CCN1CCN(S(=O)(=O)c2ccc(OC)c3ccccc23)CC1,-2.6,?,-2.2
Cc1oncc1C(=O)Nc1cccc(C#N)c1,0.2,-6.1,-1.2
CCOc1ncccc1C(=O)N1CCN(S(=O)(=O)c2cccs2)CC1,1.6,-5.8,-0.4
COC(=O)C1=CO[C@@H](C)[C@H]2CN3CCc4c([nH]c5ccccc45)[C@@H]3C[C@H]12,25.1*,6.0,-0.3

Remaining list, next part
SMILES	BoNT-A LC inh2	PrPC TRFRET	CCHF vOTU inh	FBA Mtb inh	BoNT F protease	GDH-TPI inh	Mtb BioA inh	FadD28 FP inh	UGM FP inh
Clc1nnc(NN=C2CCCC2)c2ccccc12	0.7	-2.5	1.8	-4.1	-25.9	1.6	-1.9	-4.4	1.4
O=C(NC(Cc1ccccc1)C(=O)N1CCN(c2ccccc2O)CC1)c1ccccc1 (configuration not stated)	-2.6	0.2	8.2	-0.4	-11.5	6.3	-0.1	-1.4	·
CN1C(=O)c2ccccc2Sc2ccc(NC(=O)NC3CC3)cc21	-0.1	1.0	3.0	7.4	-4.4	9.9	·	2.3	-0.1
CCn1c(SCC(=O)c2ccc3ccccc3c2)nnc1-c1cccs1	?	-1.7	9.8	3.5	?	5.3	3.5	0.2	1.1
O=C(NCC1CCCCC1)c1cccnc1Cl	-1.8	0.1	7.3	1.7	-1.4	-0.8	1.2	-3.6	3.4
Cc1ccc(CSc2nnc(CNc3ccc(F)cc3)o2)cc1	-0.7	10.0	24.9	-5.2	-6.4	-4.5	·	0.0	-0.2
NC(=O)c1ccc(NC(=O)COC(=O)C(Cc2ccccc2)NC(=O)c2ccccc2)cc1 (configuration not stated)	0.0	-3.9	15.4	4.8	-5.0	0.3	·	-2.2	0.4
O=C(c1ccc(F)c([N+](=O)[O-])c1)N1CC2CC(C1)c1cccc(=O)n1C2 (configuration not stated)	-2.4	-5.8	6.3	-1.6	15.9	4.8	6.4	-0.6	1.5
COc1ccc([C@H]2CC(=O)C=C(c3ccc(F)cc3OCc3ccccc3)C2)cc1	0.0	2.9	-5.3	-0.6	8.3	7.2	-2.8	1.1	0.4
Cc1ccccc1C(=O)Nc1c(C(=O)N(CCN(C)C)Cc2ccco2)oc2ccccc12	-2.1	-10.3	7.5	2.8	-3.0	3.5	0.4	0.1	-2.9
O=C(CCc1nnc2ccc(N3CCC4(CC3)OCCO4)nn12)NCc1ccc(F)cc1	-0.8	-2.2	-0.3	-0.6	4.4	-10.9	-0.4	-3.3	-2.2
CCCCCn1c(CNC(=O)COC)nc2ccccc21	0.5	-3.9	-11.4	-1.0	0.8	19.9	·	-0.2	0.2
O=C(CC1SC(N2CCCCC2)=NC1=O)Nc1ccc(C(=O)Nc2ccccc2)cc1 (configuration not stated)	2.8	5.3	3.8	-2.2	4.4	2.5	0.1	-1.5	-2.0
Cc1ccccc1NC(=O)NNC(=O)c1ccc2ccccc2c1	2.1	-3.1	-1.6	-0.4	6.7	-3.1	-1.6	-4.5	-2.9
COc1ccccc1OC(=O)c1cc2ccccc2oc1=O	-1.9	5.9	-8.9	1.8	-13.7	16.2	0.3	-0.7	0.9
C[C@@H]1CN([C@@H](C)CO)C(=O)c2cc(NC(=O)Nc3ccc4c(c3)OCO4)ccc2O[C@H]1CN(C)S(=O)(=O)c1ccc(F)cc1	-0.8	-3.6	-2.0	3.5	-0.3	9.2	3.6&-0.6	5.8	6.3
CCCCn1c(N)c(N(CCOC)C(=O)CN(C)S(=O)(=O)c2ccc(Cl)cc2)c(=O)[nH]c1=O	-2.9	2.9	14.9	0.5	-6.2	3.8	-1.4	-3.5	0.7
CCOC(=O)C1(CCOc2ccccc2)CCN(C(=O)c2cncs2)CC1	-0.4	7.1	3.4	-0.3	-5.5	3.1	-0.6	-0.3	-3.8
c1ccc(CN(Cc2ccco2)C(c2ccncc2)c2nnnn2C2CCCC2)cc1 (configuration not stated)	0.5	6.7	0.6	-2.1	8.7	-5.3	-1.7	-1.2	-0.5
COc1cc(O)cc2cc3c(c(O)c12)C(=O)CC(C)(O)O3 (configuration not stated)	-0.9	-13.8	4.5	2.2	-8.1	11.1	-8.2	2.7	-1.3
Cn1c(SCC(=O)Nc2ccc3[nH]c(=O)[nH]c3c2)nnc1-c1ccccc1	1.7	3.7	9.7	1.5	6.8	-3.4	-0.7	-2.4	-4.6
COC(=NC1CCCCC1)C(O)c1c[nH]c2ccccc12 (configuration not stated)	0.3	5.7	5.3	-9.3	15.3	2.5	·	-3.7	0.8
CN(C)C(=O)COC(=O)[C@H](Cc1ccccc1)NC(=O)c1ccco1	0.3	2.9	9.0	-3.3	1.2	3.1	-1.8	1.5	-1.1
CCOc1ccc(C(=O)Nc2c3c(nn2-c2cccc(C)c2C)CS(=O)C3)cc1 (configuration not stated)	-0.8	-0.9	-1.6	1.4	-9.9	9.4	-0.2	0.3	-0.3
COc1cc2c(cc1OC)-c1nnc(-c3cccs3)n1C1(CCCC1)C2	0.8	8.5	-2.1	14.6	5.7	-15.5	-1.3	-3.0	1.9

Later entries.
SMILES	BoNT-A LC inh2	PrPC TRFRET	CCHF vOTU inh	FBA Mtb inh	BoNT F protease	GDH-TPI inh	Mtb BioA inh	FadD28 FP inh	UGM FP inh
CC1CCC(NC(=O)CNC(=S)N2CC3CC(C2)c2cccc(=O)n2C3)CC1 (configuration not stated)	-0.5	1.6	8.6	0.1	1.1	-10.9	0.0	-1.0	-2.0
O=C(Nc1nc(-c2ccc(-c3ccccc3)cc2)cs1)C1CCCO1 (configuration not stated)	-1.1	3.8	5.0	3.1	-5.3	10.6	-2.1	2.3	0.3
Oc1ccccc1C1CCCCC1c1ccccc1 (configuration not stated)	-3.5	-6.3	0.9	-0.6	-10.8	-5.7	-1.4	-4.7	-0.2
Fc1ccc(-c2cc(C(F)(F)F)nc(-n3cc(Cl)cn3)n2)cc1	0.2	-5.0	3.0	0.5	-7.0	-1.0	·	-3.7	0.6
CCC(CC)C(=O)c1c[nH]c(C(=O)NC2CCCCCC2)c1	6.2	-1.3	10.4	2.8	12.8	-3.1	-0.4	-0.8	2.6
CN(C(=O)c1ccc2c(c1)OCO2)C1CCS(=O)(=O)C1 (configuration not stated)	2.1	4.7	-7.2	-3.0	0.7	-11.7	-0.2	-2.4	-0.5
COC(=O)C(C)Sc1ccc2nnc(-c3ccc(F)cc3)n2n1 (configuration not stated)	-0.2	·	·	9.9	-4.3	4.3	·	0.4	·
CCc1ccc(N2C(=O)/C(=C/c3cccs3)N(CC(=O)OC)C2=S)cc1	?	-2.8	-1.6	-1.4	3.3	8.4	-1.8	-0.5	0.1
COc1ccc(NC(=O)C2(c3ccccc3)CCCC2)cc1	-0.7	10.2	1.9	0.7	-3.0	-4.5	·	-0.5	-2.4
Cc1ccc(CNC(=O)CNC(=O)c2c(C)nn(C)c2Cl)cc1	0.2	4.8	1.9	1.7	1.3	1.9	·	-0.4	2.8

Single records, from the list above. Order of values: BoNT-A LC inh2, PrPC TRFRET, CCHF vOTU inh, FBA Mtb inh, BoNT F protease, GDH-TPI inh, Mtb BioA inh, FadD28 FP inh, UGM FP inh
Profile of COc1ccc(NC(=O)C2(c3ccccc3)CCCC2)cc1 → -0.7, 10.2, 1.9, 0.7, -3.0, -4.5, ·, -0.5, -2.4
Profile of Cc1ccc(CNC(=O)CNC(=O)c2c(C)nn(C)c2Cl)cc1 → 0.2, 4.8, 1.9, 1.7, 1.3, 1.9, ·, -0.4, 2.8
